MBD2 inh: MBD2-methylated oligo binding inhibition; TR-FRET, MBD2 binding to methylated oligonucleotide; inhibition, % at 4.4 µM; 0.31% of 370,000 active; Q9UBB5; in the data active = inhibition above about 13%
SMARCA2 act: SMARCA2 function activation, primary screen; activation, % at 9.1 µM; 1% of 370,000 active; MG213 cells, MMTV-luciferase reporter, dexamethasone, overnight; in the data active = activation above about 7.8%;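 note: 0% = vehicle wells and 100% = reference activator wells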
DAX1 inh-1: inhibitors of DAX1 repression of SF-1 activated StAR promoter; HEK293T StAR-luciferase reporter, SF-1/DAX-1 repression relief; AID 652010; inhibition, % at 6.8 µM; 1.1% of 370,000 active;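 active = inhibition above the mean over all tested compounds plus 3 SD, cut at about 3.6% in these data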;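 note: 0% = DAX-1 cells with DMSO and 100% = cells lacking DAX-1 with DMSO; higher inhibition means more luminescence from relief of DAX-1 repression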
ssDAF12 agonist: activates DAF-12 receptor from parasite S. stercoralis | HEK293 ssDAF-12/GRIP1 lit1-tk-luc reporter, luminescence; % of 3 µM dafachronic acid response | 1% of 370,000 active | AID 652126 | activation, % at 6.8 µM;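 active = activation above the mean over all tested compounds plus 3 SD, cut at about 0.9% in these data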;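 note: 0% = DMSO-only wells and 100% = 3 µM delta7-dafachronic acid wells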
PLC-beta3 inh: PLC-beta3 (human) inhibition, primary screen. inhibition, % at 12.2 µM. Q01970. 0.18% of 370,000 active. Purified PLC-beta3, fluorogenic substrate, fluorescence. AID 720704; in the data active = inhibition above about 11%;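 note: 0% = median of compound wells on plate and 100% = full blocker control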
NR1D1 modulator: Rev-erb alpha (human) modulation; AID 1259318; Rev-erbα–FITC-DNA binding, fluorescence polarization, 90 min; 0.79% of 370,000 active; P20393; activity, % at 10 µM;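 active = activity above about 14%, limit read from the data; passing the limit was not always enough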;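 note: 0% = DMSO wells with 35 nM protein and 100% = DMSO wells with 750 nM protein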
PLC-gamma1 inh: PLC-gamma1 (human) inhibition, primary screen. P19174. purified PLC-gamma1, fluorogenic substrate, fluorescence. inhibition, % at 12.2 µM. 0.84% of 370,000 active. AID 720700; in the data active = inhibition above about 9.5%
Target sequence (P19174 whole entry, looked up): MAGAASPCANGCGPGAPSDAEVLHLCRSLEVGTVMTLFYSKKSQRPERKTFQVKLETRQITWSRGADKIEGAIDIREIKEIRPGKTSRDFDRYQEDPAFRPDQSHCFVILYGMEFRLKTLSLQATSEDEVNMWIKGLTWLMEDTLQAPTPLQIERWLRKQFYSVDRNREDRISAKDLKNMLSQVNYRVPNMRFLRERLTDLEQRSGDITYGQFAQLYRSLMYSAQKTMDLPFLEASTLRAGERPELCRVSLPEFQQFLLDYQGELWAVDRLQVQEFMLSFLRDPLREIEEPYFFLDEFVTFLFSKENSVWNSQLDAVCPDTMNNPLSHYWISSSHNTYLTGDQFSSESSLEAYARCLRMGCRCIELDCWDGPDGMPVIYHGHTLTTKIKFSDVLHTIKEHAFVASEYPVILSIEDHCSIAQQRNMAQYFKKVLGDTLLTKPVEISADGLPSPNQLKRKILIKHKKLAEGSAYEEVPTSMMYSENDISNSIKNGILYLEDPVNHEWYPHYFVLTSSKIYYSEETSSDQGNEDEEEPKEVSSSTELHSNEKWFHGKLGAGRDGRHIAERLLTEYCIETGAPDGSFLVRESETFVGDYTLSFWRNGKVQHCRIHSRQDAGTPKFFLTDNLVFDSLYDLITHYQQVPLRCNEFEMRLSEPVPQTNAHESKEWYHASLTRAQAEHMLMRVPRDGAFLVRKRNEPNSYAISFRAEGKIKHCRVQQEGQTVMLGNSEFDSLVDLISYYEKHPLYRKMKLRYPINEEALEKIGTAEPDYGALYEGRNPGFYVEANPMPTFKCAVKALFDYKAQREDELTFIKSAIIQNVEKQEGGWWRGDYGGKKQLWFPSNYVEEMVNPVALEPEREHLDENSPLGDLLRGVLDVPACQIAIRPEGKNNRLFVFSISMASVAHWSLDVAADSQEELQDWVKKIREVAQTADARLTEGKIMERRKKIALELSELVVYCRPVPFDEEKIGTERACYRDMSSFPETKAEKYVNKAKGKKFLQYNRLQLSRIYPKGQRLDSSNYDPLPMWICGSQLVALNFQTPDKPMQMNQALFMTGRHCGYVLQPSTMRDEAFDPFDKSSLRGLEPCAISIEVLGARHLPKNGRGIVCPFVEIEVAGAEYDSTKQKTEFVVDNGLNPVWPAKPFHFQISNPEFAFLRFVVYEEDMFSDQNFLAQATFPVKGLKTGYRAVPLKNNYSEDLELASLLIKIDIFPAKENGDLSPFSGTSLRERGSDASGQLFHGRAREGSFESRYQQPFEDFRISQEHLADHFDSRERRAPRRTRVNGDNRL
hgDAF12 agonist: hgDAF-12 agonism, primary luciferase screen; HEK293 GAL4-hgDAF12 UAS-luciferase reporter, agonist luminescence; normalized to butyrate control; activation, % at 6.8 µM; 1.8% of 370,000 active; AID 687014;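 active = activation above a cutoff set at the mean of all screened compounds plus 3 SD, cut at about 10% in these data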;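 note: 0% = DMSO wells and 100% = sodium butyrate wells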
DAX1 inh-2: inhibits human nuclear receptor DAX1; P51843; HEK293 Gal4-DAX1 luciferase reporter, luminescence; inhibition, % at 6.75 µM; 0.99% of 340,000 active; AID 504766;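 active = inhibition above the mean over all tested compounds plus 3 SD, cut at about 4.2% in these data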;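 note: 0% = DAX1-transfected cells with DMSO and 100% = empty-vector control cells with DMSO; inhibition shows as a rise in luminescence from relieved DAX1 repression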
ADAM17 inh: inhibits human ADAM17. P78536. recombinant ADAM17, EDANS/DABCYL FRET peptide cleavage. inhibition, % at 6.95 µM. 0.83% of 370,000 active. AID 720648;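 active = inhibition above the mean of compounds lying between control limits plus 3 SD, set per campaign, cut at about 8.5% in these data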;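 note: 0% = DMSO-only wells as the low control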
hcDAF12 agonist: activates DAF-12 receptor from parasite H. contortus | HEK293 hcDAF-12 lit1-tk-luc reporter, luminescence; 0% DMSO, 100% Δ7-dafachronic acid | activation, % at 6.8 µM | 1.4% of 370,000 active | AID 652067;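 active = activation above the mean of all tested compounds plus 3 SD, cut at about 5.5% in these data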;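 note: 100% = response to 3 µM Δ7-dafachronic acid high control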
Numbers without * were called inactive; i = inactive; / = not tested or not shown.

mol | PLC-beta3 inh | hcDAF12 agonist | DAX1 inh-1 | PLC-gamma1 inh | MBD2 inh | ADAM17 inh | ssDAF12 agonist | SMARCA2 act | hgDAF12 agonist | NR1D1 modulator | DAX1 inh-2
CCOc1ccc2nc(NCCNC(=S)NCCCN(C)C)c(C#N)cc2c1 | -193 | -0.2 | 0.1 | -146 | 2 | -44 | -1.1 | 0 | -2.2 | -2 | 0.4
S=c1[nH]nc(COc2ccccc2)n1C1CCCCC1 | -6 | -0.7 | -0.6 | -1 | 3 | -3 | -1.0 | 1 | -2.5 | -1 | -0.9
COC(=O)[C@]1(Cc2ccccc2)N[C@H](CN(C)C(=O)C2CCCCC2)[C@@H]2C(=O)N(C)C(=O)[C@@H]21 | 4 | -0.8 | 0.1 | -2 | -2 | 6 | -0.5 | 2 | -0.8 | -10 | -0.3
Cc1nc2nc(CNC(=O)OC(C)(C)C)nn2c(C)c1CCC(=O)Nc1ccc2c(c1)OCO2 | -11 | -1.1 | -0.4 | 0 | -2 | -8 | -1.0 | -1 | -2.1 | 0 | 0.1
O=C(CSc1ccc(Cl)cc1)Nc1ccc(N2CCN(C(=O)c3ccc(Cl)cc3)CC2)cc1 | 2 | -0.8 | -0.4 | 2 | 2 | -2 | -1.0 | -4 | 0.7 | 2 | -0.5
COc1ccc(S(=O)(=O)Nc2c(C(=O)O)[nH]c3ccccc23)cc1OC | 0 | 7.9* | 0.3 | -5 | -12 | -1 | 2.0* | -3 | 6.2 | 4 | -0.2
C[C@@H](CO)NC(=O)c1[nH]cnc1C(=O)Nc1ccccc1 | -1 | -1.8 | 0.8 | -4 | -3 | -1 | -1.0 | -3 | 0.1 | -3 | /
O=C(c1ccccc1)c1ccccc1C(=O)N1CCN(C(=O)c2ccccc2)CC1 | -2 | 0.1 | -0.3 | 0 | 2 | 0 | -1.4 | -4 | -0.3 | -4 | 2.4
O=C(NCCc1ccccc1)c1c(O)c2cccc3c2n(c1=O)CC3 | -1 | 0.0 | -0.5 | 0 | 6 | -5 | -1.4 | 0 | -0.7 | -1 | 0.3
Cc1ccc(-c2nnc(SCC(=O)Nc3ccc(N4CCOCC4)cc3)o2)cc1 | 0 | -1.9 | -1.1 | 3 | -1 | -2 | -1.1 | 1 | 0.0 | 0 | 1.5
COCC1CCCCN1C(=O)C1CCN(c2nc(-c3ccccc3)nc3c2CCC3)CC1 (stereo unspecified) | -8 | -1.7 | -1.0 | -2 | -1 | 0 | -1.7 | -3 | -1.6 | -2 | -0.5
CCOC(=O)c1ccc(N2Cc3ccccc3C2=N)cc1 | 1 | 0.2 | 0.0 | 3 | -6 | 2 | -1.4 | 12* | 2.4 | 1 | 1.4
O=C(NNC(=S)NC(=O)c1cccs1)c1ccc(NC(=O)c2ccccc2)cc1 | -1 | -0.2 | 0.1 | 1 | 0 | -1 | -1.2 | -4 | -1.1 | -1 | -0.1
CCn1cc(C(=O)N2CCN(c3ccccn3)CC2)c(=O)c2cc(S(=O)(=O)N(C)C3CCCCC3)ccc21 | -1 | -0.9 | -0.2 | 3 | -6 | 0 | -1.2 | 2 | -3.2 | 2 | 0.1
CCCCN1CCCCC1C(=O)Nc1c(C)cc(C)cc1C (stereo unspecified) | 1 | 0.0 | -0.1 | -1 | -5 | -1 | -1.8 | 1 | 0.2 | -3 | 0.5
COc1ccccc1NS(=O)(=O)c1ccc(NN=C2CCCC2)c([N+](=O)[O-])c1 | 6 | -2.7 | -1.5 | 3 | -7 | 3 | -2.1 | -5 | -3.3 | 3 | -2.3
O=C(N/N=C/C(Br)=C/c1ccccc1)c1cc(-c2ccco2)[nH]n1 | -11 | -0.7 | -0.4 | -9 | 3 | -1 | -2.0 | 1 | -2.0 | -4 | -0.3
CN(C)c1ccc(/C=C2\c3ccccc3C(=O)N2c2ccccc2)cn1 | i | 0.0 | -1.3 | i | -2 | -8 | -1.2 | 6 | -2.4 | 0 | -1.1
CC(C)OC(=O)c1nnc(Cc2ccc(Cl)cc2)o1 | 1 | 1.4 | 0.5 | 3 | -3 | 2 | -1.2 | -2 | 3.4 | 2 | 2.5
Cc1oc(-c2ccc(Cl)cc2)nc1CN1CCCC(C(=O)NCc2ccco2)C1 (stereo unspecified) | -1 | -2.1 | -1.3 | -2 | 0 | -5 | -1.4 | -4 | 0.9 | 0 | -0.9

Reformatted: entries from further up.
> CCCCN1CCCCC1C(=O)Nc1c(C)cc(C)cc1C (stereo unspecified)
- PLC-beta3 inh = 1
- hcDAF12 agonist = 0.0
- DAX1 inh-1 = -0.1
- PLC-gamma1 inh = -1
- MBD2 inh = -5
- ADAM17 inh = -1
- ssDAF12 agonist = -1.8
- SMARCA2 act = 1
- hgDAF12 agonist = 0.2
- NR1D1 modulator = -3
- DAX1 inh-2 = 0.5
> O=C(NCCc1ccccc1)c1c(O)c2cccc3c2n(c1=O)CC3
- PLC-beta3 inh = -1
- hcDAF12 agonist = 0.0
- DAX1 inh-1 = -0.5
- PLC-gamma1 inh = 0
- MBD2 inh = 6
- ADAM17 inh = -5
- ssDAF12 agonist = -1.4
- SMARCA2 act = 0
- hgDAF12 agonist = -0.7
- NR1D1 modulator = -1
- DAX1 inh-2 = 0.3

The list continues.
mol | PLC-beta3 inh | hcDAF12 agonist | DAX1 inh-1 | PLC-gamma1 inh | MBD2 inh | ADAM17 inh | ssDAF12 agonist | SMARCA2 act | hgDAF12 agonist | NR1D1 modulator | DAX1 inh-2
O=C(CN1CCNCC1)NCCSc1ccc(Cl)cc1 | 1 | -1.2 | 0.1 | 1 | -4 | -4 | -1.6 | -1 | -3.4 | 0 | -0.3
COc1ccc(S(=O)(=O)N2CCC(C(=O)NCCc3ccc(OC)c(OC)c3)CC2)cc1 | 1 | -0.1 | 0.5 | -1 | -5 | -1 | -1.4 | 0 | -0.9 | 1 | 1.4
O=C(CN1CCN(C(=O)C2CC2)CC1)Nc1ccc(Cl)cc1F | -6 | 0.3 | -0.7 | 4 | 6 | -2 | -1.4 | -1 | 1.4 | -2 | -0.4
Cc1cc(O)c(C(=O)c2ccccc2C(=O)O)cc1C | 0 | 6.4* | -0.3 | -1 | -5 | 1 | -0.9 | 1 | -0.4 | 3 | 1.5

An excerpt from above in order of heavy-atom count, ascending:
mol | PLC-beta3 inh | hcDAF12 agonist | DAX1 inh-1 | PLC-gamma1 inh | MBD2 inh | ADAM17 inh | ssDAF12 agonist | SMARCA2 act | hgDAF12 agonist | NR1D1 modulator | DAX1 inh-2
Cc1cc(O)c(C(=O)c2ccccc2C(=O)O)cc1C | 0 | 6.4* | -0.3 | -1 | -5 | 1 | -0.9 | 1 | -0.4 | 3 | 1.5
CCOC(=O)c1ccc(N2Cc3ccccc3C2=N)cc1 | 1 | 0.2 | 0.0 | 3 | -6 | 2 | -1.4 | 12* | 2.4 | 1 | 1.4
O=C(NCCc1ccccc1)c1c(O)c2cccc3c2n(c1=O)CC3 | -1 | 0.0 | -0.5 | 0 | 6 | -5 | -1.4 | 0 | -0.7 | -1 | 0.3
CN(C)c1ccc(/C=C2\c3ccccc3C(=O)N2c2ccccc2)cn1 | i | 0.0 | -1.3 | i | -2 | -8 | -1.2 | 6 | -2.4 | 0 | -1.1
CCOc1ccc2nc(NCCNC(=S)NCCCN(C)C)c(C#N)cc2c1 | -193 | -0.2 | 0.1 | -146 | 2 | -44 | -1.1 | 0 | -2.2 | -2 | 0.4
COCC1CCCCN1C(=O)C1CCN(c2nc(-c3ccccc3)nc3c2CCC3)CC1 (stereo unspecified) | -8 | -1.7 | -1.0 | -2 | -1 | 0 | -1.7 | -3 | -1.6 | -2 | -0.5
COC(=O)[C@]1(Cc2ccccc2)N[C@H](CN(C)C(=O)C2CCCCC2)[C@@H]2C(=O)N(C)C(=O)[C@@H]21 | 4 | -0.8 | 0.1 | -2 | -2 | 6 | -0.5 | 2 | -0.8 | -10 | -0.3
CCn1cc(C(=O)N2CCN(c3ccccn3)CC2)c(=O)c2cc(S(=O)(=O)N(C)C3CCCCC3)ccc21 | -1 | -0.9 | -0.2 | 3 | -6 | 0 | -1.2 | 2 | -3.2 | 2 | 0.1
